Screening data: PubChem, National Center for Advancing Translational Sciences (NCATS)
TDP1 inh: qHTS Assay for Inhibitors of Tyrosyl-DNA Phosphodiesterase (TDP1); Potency, µM (titrated, usually from 130 µM), for the others: top-dose activity change, negative = inhibition, most hits filed as inhibitors; recombinant TDP1, AlphaScreen DNA substrate cleavage; actives 0.28% (n = 350,000); Tyrosyl-DNA phosphodiesterase 1 (Homo sapiens), Q9NUW8; also: nearly all actives have a fitted effect of over 40% in size
Target sequence (Q9NUW8 whole entry, looked up): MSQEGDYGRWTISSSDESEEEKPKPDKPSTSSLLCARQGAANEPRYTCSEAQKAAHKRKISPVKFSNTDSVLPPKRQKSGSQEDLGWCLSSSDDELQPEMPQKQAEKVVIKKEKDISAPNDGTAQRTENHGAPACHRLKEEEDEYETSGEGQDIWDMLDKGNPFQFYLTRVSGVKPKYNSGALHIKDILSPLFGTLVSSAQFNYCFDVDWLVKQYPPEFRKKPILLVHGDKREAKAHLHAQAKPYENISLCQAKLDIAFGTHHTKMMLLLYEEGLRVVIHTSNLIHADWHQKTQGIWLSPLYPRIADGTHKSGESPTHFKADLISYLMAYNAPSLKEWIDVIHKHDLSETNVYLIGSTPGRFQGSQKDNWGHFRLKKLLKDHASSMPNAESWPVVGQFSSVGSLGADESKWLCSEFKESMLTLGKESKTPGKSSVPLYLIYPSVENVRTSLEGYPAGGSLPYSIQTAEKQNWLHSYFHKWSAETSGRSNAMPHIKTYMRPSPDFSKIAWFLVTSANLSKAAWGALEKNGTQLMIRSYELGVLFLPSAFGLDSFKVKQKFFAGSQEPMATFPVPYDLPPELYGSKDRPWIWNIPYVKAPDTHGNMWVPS
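Enzyme-compound mixtures sat 15 min at room temperature, followed by a 5 min reaction with 15 nM final substrate and 10 min with AlphaScreen beads. Recombinant human Tdp1 was used at 1 nM final.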
N370S GC: qHTS Assay for Inhibitors and Activators of N370S glucocerebrosidase as a Potential Chaperone Treatment of Gaucher Disease | N370S GC spleen homogenate, 4MU-glucoside fluorescence | Potency, µM (top dose mostly 59.4 µM), for inactives: at the highest dose activity change, negative = inhibition, hits mostly inhibitors | actives 0.092% (n = 330,000);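 also: 0% = full enzyme activity and -100% = no enzyme basal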
FEN1 inhibitor: qHTS Assay for the Inhibitors of Human Flap endonuclease 1 (FEN1); actives 0.35% (n = 390,000); P39748; Recombinant FEN1 flap cleavage, fluorescence, 15 min; Potency, µM (highest dose often 114 µM), for inactives: at the highest dose activity change, negative = inhibition, hits mostly inhibitors; also: nearly all actives have a fitted effect of over 65% in size
Target sequence (P39748 whole entry, looked up): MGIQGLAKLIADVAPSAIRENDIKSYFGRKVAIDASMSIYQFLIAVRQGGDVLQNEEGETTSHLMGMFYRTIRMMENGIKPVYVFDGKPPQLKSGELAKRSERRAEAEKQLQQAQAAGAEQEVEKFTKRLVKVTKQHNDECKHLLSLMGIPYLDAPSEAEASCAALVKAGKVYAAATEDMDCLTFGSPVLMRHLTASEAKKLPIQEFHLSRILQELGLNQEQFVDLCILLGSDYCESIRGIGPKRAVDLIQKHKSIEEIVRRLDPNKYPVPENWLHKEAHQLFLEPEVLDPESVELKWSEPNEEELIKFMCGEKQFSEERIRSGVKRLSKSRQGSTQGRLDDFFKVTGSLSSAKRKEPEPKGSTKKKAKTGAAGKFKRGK
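Compounds are tested as a concentration series against 10 nM FEN1; after a 15 min room-temperature preincubation, 50 nM substrate starts cleavage, with plate reads at 0 and 15 min. Normalized responses are fitted by a Hill equation.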
Starred values were filed as active, the others as inactive; ? = inconclusive; nt = not tested or not shown; & = joins results of further samples; [ ] = remark or other dose. Calls follow the shape of the dose curve; as a rule, active = well fitted curve in the direction sought with a large enough effect; inconclusive = small, poorly fitted or top-dose-only effect, or another doubt; inactive = no such curve, though single readings can be large; an effect the other way counts as inactive or inconclusive. Unless noted, % is scaled to controls: 0 for no effect and ±100 for the full control effect; potency is read from the fitted curve at half-maximal effect.

Every second line gives: TDP1 inh	N370S GC	FEN1 inhibitor
- CC(=O)N1CCN(c2ccc(NC(=O)c3ccc([N+](=O)[O-])cc3Cl)cc2)CC1
→ nt	-1%	13%
- CC(C)CN(C(=O)C(C)N1C(=O)c2ccccc2C1=O)c1c(N)n(Cc2ccccc2)c(=O)[nH]c1=O (stereo not given)
→ nt	2%	-3%
- COc1cccc(CN2C(=O)c3ccccc3C2C(=O)NCCc2ccc(OC)c(OC)c2)c1 (stereo not given)
→ 8%	nt	-9%
- COC(=O)CCC(=O)OC1(C)C(=O)C=C2C=C(CCCNC(=O)OC(C)(C)C)OC=C2C1=O (stereo not given)
→ 4%	-2%	nt
- COc1ccc(S(=O)(=O)NCc2cccnc2)cc1OC
→ nt	-6%	-8%
- Cc1cc(C)c(CN2CCC(CO)(CCOc3ccccc3)CC2)cc1C
→ 5%	-6%	-22%
- COCCNCC(=O)NC12CC3CC(CC(C3)C1)C2
→ 2%	17%	7%
- O=c1c2c(nc(NCCO)n1CC1CCCCC1)-c1ccccc1CC21CCCC1
→ 5%	8%	-23%
- COc1cc(C(NC(C)=O)NC(C)=O)ccc1OCc1ccccc1
→ 0%	-4%	20%
- Cc1ccc(SCc2nc3ccccc3[nH]2)cc1
→ 9%	14%	4%
- COc1ccc2c(Sc3ccc(C)cc3)c(C(=O)NCCc3ccccc3)[nH]c2c1
→ 6%	nt	11%
- COCCNC(=O)c1ccc2c(Cl)c3c(nc2c1)CCC3
→ nt	-6%	-1%
- COc1ccc(-c2sc3ccc(OC)cc3c2-c2ccc(OC)c(F)c2)cc1
→ 0%	nt	-4%
- Cn1c(=O)oc2cc(S(=O)(=O)N3CCc4ccccc4C3)ccc21
→ -4%	9%	6%
- O=[N+]([O-])c1ccc(N2CCCCC2)cc1
→ nt	6%	11%

The final 3 records of the part before are carried over, then new ones follow.
Every second line gives: TDP1 inh	N370S GC	FEN1 inhibitor
- COc1ccc(-c2sc3ccc(OC)cc3c2-c2ccc(OC)c(F)c2)cc1
→ 0%	nt	-4%
- Cn1c(=O)oc2cc(S(=O)(=O)N3CCc4ccccc4C3)ccc21
→ -4%	9%	6%
- O=[N+]([O-])c1ccc(N2CCCCC2)cc1
→ nt	6%	11%
- O=C(Nc1ccccc1)C1CC2CCC1C2 (stereo not given)
→ nt	1%	-6%
- COc1cc(NC(=O)C2CC(c3c(F)cccc3Cl)=NO2)c(OC)cc1Cl (stereo not given)
→ nt	-10%	7%
- COCCCNC(=O)C(Cc1ccccc1)NS(=O)(=O)c1ccc2c(c1)c(=O)n(C)c(=O)n2C (stereo not given)
→ 8%	3%	-3%
- COc1ccc(OC)c(CNC(=O)CCNC(=O)Cn2ccc3ccccc3c2=O)c1
→ 4%	9%	7%
- O=C(Cc1ccc(Cl)cc1)NCC(c1cccs1)S(=O)(=O)c1ccc(Cl)cc1 (stereo not given)
→ 5%	nt	-12%
- CCC(C)(C)n1nnnc1C(c1cc2ccc(OC)cc2[nH]c1=O)N1CCc2ccccc2C1 (stereo not given)
→ 1%	18%	8%
- COC1=CC(=O)CC(C)C12Oc1cc(OC)cc(OC)c1C2=O (stereo not given)
→ nt	-2%	-6%
- Cc1ccc(Nc2c(-c3ccc(N4CCOCC4)cc3)nc3ccc(Cl)cn23)cc1
→ -2%	nt	20%
- CC(=O)Nc1ccc(NC(=O)COC(=O)c2n[nH]c3ccccc23)cc1
→ -1%	-1%	15%
- O=C(NCc1n[nH]c(=S)n1-c1ccc(Br)cc1)c1ccc(S(=O)(=O)N2CCCC2)cc1
→ 5%	0%	-7%
- O=C(NCCc1ccccc1)C1CCN(S(=O)(=O)c2cccs2)CC1
→ -2%	0%	-8%
- C=CCN1C(c2ccccc2)=CS/C1=C(/C#N)c1nnc(N2CCOCC2)n1-c1ccccc1
→ 0%	?	-3%
- CCC1CCCCN1C(=O)c1sc2ncnc(N(CC)CC)c2c1C (stereo not given)
→ 8%	7%	-1%
- Cc1nc2ncnn2c(C)c1Cc1cccc(C(F)(F)F)c1
→ 12%	0%	3%
- COc1ccccc1C(=O)NC(C)C(c1cccs1)N1CCOCC1 (stereo not given)
→ 7%	8%	-3%
- Cc1cccc(NC(=O)c2oc3ccc(S(=O)(=O)N4CCC5(CC4)OCCO5)cc3c2C)c1C
→ 0%	nt	3%
- Cc1ccc2oc(=O)c3cnn(CC(=O)NCc4ccccc4Cl)c3c2c1
→ 4%	nt	-6%
- O=C(Nc1nnc(SCc2cc(=O)c3ccccc3[nH]2)s1)c1ccccc1
→ 0%	nt	-5%
- CCOc1ccc2nc3c(cc2c1)CN(CCCO)C(=NCCOC)S3
→ 7%	5%	-3%
- CC(=O)c1ccc(NC(=O)CC23CC4CC(C2)CC(n2nnc(C)n2)(C4)C3)cc1
→ 0%	9%	13%
- O=C(NC1CCN(Cc2ccccc2)CC1)c1c(F)cccc1F
→ 4%	0%	-5%
- O=C(Cn1ncc2c1-c1ccccc1OC2)Nc1cccc(Cl)c1
→ 6%	-14%	-18%
- COc1ccc(CCC(=O)NNC(=O)Cn2nc(C)cc2C)cc1
→ 2%	4%	-13%
- C/C=C/c1ccc(OCCCCN2CC(C)CC(C)C2)c(OC)c1 (stereo not given)
→ 8%	?	0%
- CC(C)CNC(=O)c1ccccc1NC(=O)CN(c1ccc2c(c1)OCCO2)S(C)(=O)=O
→ 5%	-1%	-2%
- CCc1ccc2ncc3c(-c4ccc(C)cc4)nn(CC(=O)NCc4ccccc4)c3c2c1
→ 5%	nt	-1%
- O=C(NCc1ccc2c(c1)OCO2)c1nc(S(=O)(=O)Cc2ccccc2F)ncc1Cl
→ 3%	3%	1%
- CC1CCN(c2ccc3c(c2)S(=O)(=O)c2cccc(C(=O)NC[C@@H]4CCCO4)c2C3=O)CC1
→ -1%	nt	-14%
- CC(=O)Nc1ccc2nc(SCCOc3ccccc3)sc2c1
→ -1%	nt	4%
- NC(=O)COc1ccc(C(=O)/C=C2/C(=O)Nc3ccccc32)cc1
→ nt	-16%	-1%

(continued)
structure,TDP1 inh,N370S GC,FEN1 inhibitor
COC(=O)C1C2C=CC3(CN(C(C)c4ccc(OC)cc4)C(=O)C13)O2 (stereo not given),3%,-8%,-5%
CC1(C)CC=C(NNC(=O)c2cccnc2)C(=O)C1,-5%,-13%,-11%
COc1ccc(S(=O)(=O)N(C)CC(=O)N2CCCC2)cc1,nt,-12%,-2%
CC1CN(C(=O)CCC(=O)NCc2ccccc2Cl)c2ccccc2S1 (stereo not given),nt,-3%,2%
COc1cccc(C(=S)N2CCCC2)c1OC,3%,-1%,-2%
O=C1N/C(=N\S(=O)(=O)Cc2ccccc2)S/C1=C/c1cc([N+](=O)[O-])ccc1O,-3%,-1%,-13%
CCCC(=O)Nc1ccc(Br)c(Cl)c1,-4%,15%,-7%
COC(=O)C1=C(C)N(Cc2ccccc2)C2=C3C(=O)OCCC3[C@@](O)(C(=O)OC)C(=O)N2C1c1ccccc1 (stereo not given in full),11%[21 µM],5%[12.8 µM],nt

Some of these compounds in order of molecular weight, largest number first:
structure,TDP1 inh,N370S GC,FEN1 inhibitor
CC(=O)c1ccc(NC(=O)CC23CC4CC(C2)CC(n2nnc(C)n2)(C4)C3)cc1,0%,9%,13%
COC1=CC(=O)CC(C)C12Oc1cc(OC)cc(OC)c1C2=O (stereo not given),nt,-2%,-6%
COc1cccc(C(=S)N2CCCC2)c1OC,3%,-1%,-2%

Other entries follow:
structure,TDP1 inh,N370S GC,FEN1 inhibitor
O=S(=O)(c1ccc(Cl)cc1)c1nc(-c2ccccc2F)oc1NCCN1CCOCC1,9%,-15%,-18%
Cc1cccc(-n2ccnc2SCC(=O)c2c(N)n(C3CC3)c(=O)[nH]c2=O)c1C,3%,nt,-10%
CN1CCN(c2ccc(NC(=O)c3ccc(Br)o3)cc2)CC1,4%,0%,-7%
CCCOc1cccc(C(=O)Nc2cccc(-c3nc4ncccc4o3)c2C)c1,8%,nt,-2%
CCOC(=O)c1cccc2c1-c1ccccc1/C2=N/O,1%,-6%,-26%
COc1ccc(N2C(=O)N3[C@H](c4ccc(Br)cc4)[C@@H]4C(=O)N(C(C)(C)C)C(=O)[C@@H]4[C@]3(Cc3ccccc3)C2=O)cc1,nt,-6%,-3%
CCNC(=S)N1C2CCC1CC(NC(=O)Nc1ccc(C(=O)OCC)cc1)C2 (stereo not given),5%,-22%,18%
CCOC(=O)c1cccc(COC(=O)c2cccc(-c3nnc(-c4ccccc4)o3)c2)c1,3%,-1%,-3%
CC1(C)N([O-])C2=C(c3ccccc3C2=O)[N+](=O)C1(C)C,-2%,0%,-32%
COC(=O)[C@@]1(Cc2ccc(OC)cc2)[C@H]2c3cc(C(=O)N4CCCC4)n(CCc4c[nH]c5ccc(O)cc45)c3C[C@H]2CN1C(=O)c1ccccc1,7%&16%,-7%&-14%,nt
COc1ccc(CNC(=O)c2cccc(NC(=O)CC3SC(N4CCCCC4)=NC3=O)c2)cc1 (stereo not given),1%,nt,-4%
CC[C@]1(C(=O)OC)[C@H]2C(=O)N(C)C(=O)[C@H]2[C@H]2CN=C(SCc3ccc(C)cc3)N21,0%[56.1 µM],nt,14%
COc1ccc2[nH]c(=O)c(C(c3nnnn3C3CCCC3)N3CCN(Cc4ccc5c(c4)OCO5)CC3)cc2c1 (stereo not given),3%,2%,3%
CC(=O)c1c[nH]c2ccc(C)cc2c1=O,2%,-19%,-14%
CC(C)c1ccc(/C=N/NC(=O)c2nnn(-c3nonc3N)c2CSC2=NCCS2)cc1,6%,3%,-5%
OCCC1CN(C2CSCCSC2)CCN1Cc1ccccc1 (stereo not given),nt,-17%,-3%
CCOC(=O)c1nc(Nc2ccc(Nc3ccccc3)cc2)c2ccccc2n1,7%,?,-5%
COc1cccc(C2C(C#N)=C(N)OC3=C2C(=O)CCC3)c1OC(=O)c1ccco1 (stereo not given),1%,-14%,4%
Cc1c(Cl)cccc1NC(=O)C(=O)NCCc1csc2nc(-c3ccccc3F)nn12,4%,nt,-1%
COc1ccccc1/C=C(\C#N)C(=O)c1cccn1C,nt,-3%,-21%
S=c1[nH]c2cnccc2n1Cc1ccccc1,nt,-13%,18%
Fc1ccccc1CN1CCCC(NC2CCC2)C1 (stereo not given),nt,-6%,17%
Cc1ccc(-n2c(SCC(=O)NCc3cccs3)nnc2-c2ccoc2C)cc1,6%,13%,-6%
COCCn1c(=O)[nH]c2cc(C(=O)Nc3ccc(OC)cc3)ccc2c1=O,6%,nt,12%
Oc1ccccc1/C=N/NC1=NCCCCC1,2%,-1%,-1%
CCOc1ccc(C(=O)c2cn(CC(=O)Nc3ccc(OC)cc3)c3cc4c(cc3c2=O)OCCO4)cc1,1%,nt,18%
CC(=O)c1ccc(NC(=O)N[C@@H](Cc2ccccc2)C(=O)O)cc1,0%,5%,-2%
COc1cccc2c(SCC(=O)N/N=C/c3ccc(O)c(O)c3)cc(C)nc12,?,-19%,?
Cc1cc(NC(=O)/C=C/C(=O)N(CC(=O)NC2CCCC2)c2cccc3ccccc23)no1,3%,-3%,-1%
CCc1cc2cc(C(=O)N3CCN(Cc4ccccc4)CC3)sc2s1,2%,?,-16%
Cc1ccc(S(=O)(=O)Nc2ccc(C(=O)OCC(=O)N(CCC#N)c3ccccc3)cc2)cc1C,3%,-14%,-6%
Cc1nn2c(NCc3cccnc3)c3c(nc2c1-c1ccccc1)CCC3,nt,2%,-4%
COc1cc(/C=C/c2ccc3c([N+](=O)[O-])cccc3n2)ccc1OCC(=O)O,nt,-11%,?
Cc1cccc(C)c1NC(=O)CN(C)C(=O)C1CC1C (stereo not given),0%,nt,-4%
CC(=O)c1cccc(S(=O)(=O)N2CCC(C(=O)N(C)Cc3ccc(Cl)s3)CC2)c1,-6%,nt,-9%
COC(=O)c1c(NC(C)=O)sc2c1CCN(Cc1ccccc1)C2,nt,-4%,-4%
CC(=O)NCCc1nc2cc(NC(=O)COc3ccc(C)cc3)ccc2n1C,-8%,-4%,-9%
CCOc1ccc(NCC(=O)N/N=C/C=C/c2ccccc2)cc1,11%,-4%,-8%
Cc1cc(C)n2nc(SCC(=O)NC3CCCC(C)C3C)nc2n1 (stereo not given),0%,-7%,18%
CSc1ccc(C2NC(=O)CCC2[N+](=O)[O-])cc1 (stereo not given),nt,-7%,-13%
O=C1C2CCCN2C(=O)N1CCN1CCN(CCO)CC1 (stereo not given),-5%,20%,-3%
